# HDAC3 inhib: blocks human histone deacetylase 3. O15379. recombinant HDAC3, fluorogenic peptide/trypsin coupled, fluorescence. inhibition, % at 8.3 µM. 0.15% of 320,000 active; in the data active = inhibition above about 26%, passing the limit was not always enough; inconclusive = no clear call, values can overlap the other calls
# Target sequence (O15379 whole entry, looked up): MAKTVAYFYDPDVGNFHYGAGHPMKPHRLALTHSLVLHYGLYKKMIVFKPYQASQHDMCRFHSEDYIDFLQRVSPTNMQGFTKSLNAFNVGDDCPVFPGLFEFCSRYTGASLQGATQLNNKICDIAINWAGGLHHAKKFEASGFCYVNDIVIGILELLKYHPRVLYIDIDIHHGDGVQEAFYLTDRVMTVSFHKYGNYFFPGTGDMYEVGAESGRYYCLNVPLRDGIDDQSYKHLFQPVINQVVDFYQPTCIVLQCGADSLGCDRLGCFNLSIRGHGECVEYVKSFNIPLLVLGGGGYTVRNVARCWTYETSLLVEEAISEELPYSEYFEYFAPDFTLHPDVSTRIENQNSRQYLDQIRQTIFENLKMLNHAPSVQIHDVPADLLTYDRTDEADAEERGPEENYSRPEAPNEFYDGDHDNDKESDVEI
# RGS4 block: human RGS4 inhibition. HEK293 M3R/RGS4 inducible, Fluo-4 calcium flux; active compounds read high; triggered by carbachol at its EC20. B-score at 10 µM. AID 463165. 0.45% of 310,000 active. P49798;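 active = B-score, a plate-corrected calcium signal, over three deviations above library mean, with baseline fluorescence within five deviations of library mean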;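 also: RGS4 expression induced by doxycycline in cells with stable M3 receptor; B-score is computed from the integrated fluorescence ratio over baseline after carbachol; higher B-score means a larger calcium signal and so more RGS4 inhibition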
# Target sequence (P49798 whole entry, looked up): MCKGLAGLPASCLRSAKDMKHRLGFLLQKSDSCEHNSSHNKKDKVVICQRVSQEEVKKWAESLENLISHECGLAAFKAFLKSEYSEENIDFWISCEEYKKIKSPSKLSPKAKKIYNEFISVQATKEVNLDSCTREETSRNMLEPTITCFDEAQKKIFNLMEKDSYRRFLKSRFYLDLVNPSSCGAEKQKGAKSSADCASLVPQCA
# TRPC6 act: mouse TRPC6 channel activation; B-score at 10 µM; Q61143; HEK293-TRPC6 membrane potential dye fluorescence; active compounds read high; 0.13% of 310,000 active;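 active = B-score of the integrated fluorescence ratio above library mean plus 3 SD, and starting fluorescence ratio within library mean plus 5 SD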;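 also: higher score means more depolarization so channel activation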
# RGS4 act: RGS4 potentiation or activation; HEK293 M3R/inducible RGS4, carbachol calcium flux Fluo4; active compounds read low; B-score at 10 µM; 0.92% of 310,000 active; AID 463111;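 active = B-score of the integrated calcium signal more than 4 SD below the library mean, with starting fluorescence not abnormally high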;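 also: negative B-score means reduced calcium response which marks RGS4 activation or potentiation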
#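 Reagent: ECmax carbachol challenge; Test system: M3R-expressing HEK293 line, RGS4 induced by doxycycline; Schedule: overnight RGS4 induction, 30 min dye load 37 °C, 20 min compound RT; Detection: calcium dye Fluo4 fluorescence; Read-out: Agonist-evoked peak-minus-minimum fluorescence over baseline, integrated ratio, B score.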
# SKKanGAS inh: inhibitors of SKKanGAS S. pyogenes growth in kanamycin (SK-promoter or general growth effect) | BacTiter-Glo, 6 h | inhibition, % at 7.5 µM | 1.3% of 300,000 active;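 active = mean replicate score, as percent of positive control median, at least 50; inconclusive = mean below 50 but one replicate at or above 50; inactive = mean and every replicate below 50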;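 also: strain carries kanamycin resistance gene driven by streptokinase promoter and grows in 40 µg/ml kanamycin; loss of luminescence reflects streptokinase promoter inhibition or plain growth inhibition; 0% = median of DMSO wells and 100% = positive control at its reference dose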
# TMEM16A act: activates or potentiates the mouse TMEM16A chloride channel; Q8BHY3; HEK293 TMEM16A/YFP-H148Q/I152L, iodide quench fluorescence; active compounds read low; B-score at 10 µM; 0.3% of 340,000 active; AID 623877;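 active = fluorescence-ratio B-score plate-corrected deviation score at least 3 library SD below zero, with starting fluorescence score within 5 deviations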;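 also: channel opened by trigger with iodide after compound preincubation; score built on the fluorescence ratio of max minus min over baseline; more negative score means more quench and so TMEM16A activation or potentiation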
# MrgX1 antag: human MrgX1 receptor antagonism, primary screen; Q96LB2; MRGX1-HEK293 calcium flux, Fluo-4, BAM8-22 antagonism; active compounds read low; B-score at 10 µM; 1.3% of 310,000 active;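 active = calcium-response B-score plate-corrected more than 3 library SD below zero, starting fluorescence within 5 deviations, no agonist response on first addition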;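 also: peak minus trough fluorescence over baseline after final BAM8-22 challenge near maximal dose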
# Target sequence (Q96LB2 whole entry, looked up): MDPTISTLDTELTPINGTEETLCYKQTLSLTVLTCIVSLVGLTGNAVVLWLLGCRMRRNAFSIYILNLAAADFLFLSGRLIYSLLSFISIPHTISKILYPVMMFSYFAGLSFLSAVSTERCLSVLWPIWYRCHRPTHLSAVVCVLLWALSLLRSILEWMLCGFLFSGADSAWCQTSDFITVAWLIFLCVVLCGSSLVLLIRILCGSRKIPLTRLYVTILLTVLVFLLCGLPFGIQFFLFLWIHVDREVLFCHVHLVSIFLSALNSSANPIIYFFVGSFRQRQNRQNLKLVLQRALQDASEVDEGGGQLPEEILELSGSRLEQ
# ANO1 block: mouse TMEM16A channel inhibition, primary screen; Q8BHY3; HEK293 TMEM16A/YFP iodide influx fluorescence, ionomycin; normalized B-score (activity score, 25-100; higher = stronger inhibition) at 10 µM; 1.2% of 310,000 active;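 active = ratio plate-corrected score three or more library SD toward inhibition, starting fluorescence score within five deviations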;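 also: score derived from kinetic fluorescence span divided by baseline fluorescence per well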
# MrgX1 ag: agonists of human MrgX1 receptor; AID 588627; 0.44% of 310,000 active; MrgX1-HEK293 cells, Fluo-4 calcium fluorescence, agonist mode; active compounds read high; Q96LB2; B-score at 10 µM;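 active = calcium response B-score plate-corrected fluorescence ratio at least 3 library SD, with starting fluorescence B-score inside 5 SD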
#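 System – MrgX1-expressing HEK293 cells · Incubation – cells plated overnight, dye loaded 0.5 h 37 °C, 0.5 h room temperature · Technique – kinetic Fluo-4 NW fluorescence of intracellular calcium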
# TRPC6 inhibitor: blocks the mouse TRPC6 cation channel. Q61143. HEK293-TRPC6, membrane potential dye, ACh-evoked depolarization; active compounds read low. B-score at 10 µM. 1.1% of 310,000 active;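 active = B-score under library mean minus 3 SD, initial fluorescence not abnormally high, positive integrated signal ratio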;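 also: B-score derived from integrated fluorescence ratio over the kinetic read; more negative B-score means stronger inhibition of depolarization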
# MrgX1 PAM: allosterically activates human MrgX1 receptor signaling. MrgX1-HEK293, Fluo-4 calcium flux, FDSS; active compounds read high. B-score at 10 µM. 0.63% of 310,000 active. AID 588675;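 active = plate-corrected calcium response at least 3 library SD above typical, normal starting fluorescence, not activating the receptor alone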;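 also: compound read alongside a low EC10 to EC30 dose of BAM8-22 agonist; peak minus trough fluorescence over baseline measured at the second addition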
# An asterisk follows results filed as active; i = inactive; u = inconclusive; x = not tested or not shown. Rows were taken by chance; 6.7% or so of the library scored in one or more.
SMILES,HDAC3 inhib,RGS4 block,TRPC6 act,RGS4 act,SKKanGAS inh,TMEM16A act,MrgX1 antag,ANO1 block,MrgX1 ag,TRPC6 inhibitor,MrgX1 PAM
CCOC(=O)N1CCN(C(=O)/C=C/c2cccc([N+](=O)[O-])c2)CC1,-3,i,i,i,1,i,i,i,i,i,i
COC(=O)CN1C(=S)N(c2ccc(Cl)cc2)C(=O)C1CC(=O)Nc1ccc(F)cc1 (centres undefined),3,i,i,i,-11,i,i,i,i,i,i
O=S(=O)(Nc1ccccc1O)c1cccc2cccnc12,-1,i,i,i,-2,i,i,i,i,i,i
O=C(CNC(=O)C1CCCCC1)OCC(=O)c1ccc(Br)cc1,x,i,i,i,-5,i,x,x,x,i,x
O=C(CCNS(=O)(=O)c1ccccc1)OCC(=O)c1ccc(Cl)cc1,6,i,i,i,-4,i,i,i,i,i,i
CSc1ccccc1NC(=O)CN(C)C(=O)c1cccc(S(=O)(=O)N(C)C)c1,3,i,i,i,x,i,i,i,i,i,i
CC(C)CC(OC(=O)CC1Sc2ccccc2NC1=O)C(=O)NC1CCCC1 (centres undefined),5,i,i,i,0,i,i,i,i,i,i
O=C(NC1CC1)C1CCN(c2ccc(S(=O)(=O)N3CCOCC3)cc2)CC1,x,i,i,i,2,i,i,i,i,i,i
CC1CC(C)CN(CCOCCSc2ccc(Cl)cc2)C1 (centres undefined),2,i,i,i,-1,i,i,i,i,i,i
COc1ccc(N2CCN(CCNC(=O)CCC(=O)NNc3nc4ccccc4c4nc(C)nn34)CC2)cc1,-3,i,i,i,4,i,i,i,i,i,i
O=C(Nc1ccc(N2CCCC2)cc1)c1ccc2ccccc2c1,u,i,i,i,3,i,i,i,i,i,i
CCCOc1ccc(C(C)=O)cc1Cc1c(O)nc(SC)[nH]c1=O,0,i,i,i,1,i,i,i,i,i,i
CC(C)CN1C(=O)NC(NC(=O)c2ccco2)(C(F)(F)F)C1=O (centres undefined),9,i,i,i,0,i,i,i,i,i,i
O=C(CN1CCN(Cc2ccccc2)CC1)N=Nc1c(O)[nH]c2ccccc12,5,i,i,i,2,i,i,i,i,i,i
O=C(N/N=C\c1ccc(-c2ccccc2[N+](=O)[O-])o1)C1COc2cc3ccccc3cc2O1 (centres undefined),14,i,i,i,16,i,i,i,i,i,i
O=C1C2C3CCC(C3)C2C(=O)N1c1ccc2ccccc2c1 (centres undefined),-2,i,i,i,-1,i,i,i,i,i,i
COc1ccc(NS(=O)(=O)c2cccc(Cl)c2Cl)cc1S(=O)(=O)N1CCCCC1,0,i,i,i,2,i,i,i,i,i,i
O=C(Nc1ccc(S(=O)(=O)N2CCCCC2)cc1)c1ccncc1,-2,i,i,i,8,i,i,i,i,i,i
CCCCSc1nnc(CCC)n1N,-1,i,i,i,-10,i,i,i,i,i,i
O=C(Nc1cnccn1)c1cccs1,4,i,i,i,-4,i,i,i,i,i,i
CCOC(=O)c1cccc(NS(=O)(=O)c2c(C)[nH]c(=O)[nH]c2=O)c1,-1,i,i,i,-4,i,i,i,i,i,i
CS(=O)(=O)N1CCc2cc(C(=O)OCC(=O)c3ccccc3)ccc21,0,i,i,i,-4,i,i,i,i,i,i
CCC1(CC)NC(=O)N(CC(=O)NCc2ccc3c(c2)OCO3)C1=O,7,i,i,i,12,i,i,i,i,i,i
Cc1c(C(=O)NC(=S)Nc2cccnc2)cccc1[N+](=O)[O-],7,i,i,i,3,i,i,i,i,i,i
O=C(/C=C/c1ccc2c(c1)OCCO2)c1ccc(O)cc1,3,i,i,i,-1,i,i,i,i,i,i
Oc1ccc2ccccc2c1/C=N/c1nccs1,2,i,i,i,-8,i,i,i,i,i,i
CC(C)(C)NC(=O)COC(=O)C1c2ccccc2Oc2ccccc21,6,i,i,i,4,i,i,i,i,i,i
CC(=O)Nc1ccc(NC(=O)/C(=C/c2ccco2)NC(=O)c2ccccc2)cc1,5,i,i,i,1,i,i,i,i,i,i
C=CCn1c(Sc2nnc(C)s2)nc2c1c(=O)[nH]c(=O)n2C,-3,i,i,i,-4,i,i,i,i,i,i
COc1ccccc1N1CCN(Cc2c[nH]c3ccccc23)CC1,-4,i,i,i,0,i,i,i,i,i,i
COc1ccccc1OCCCc1c(C)n[nH]c1C,5,i,i,i,-6,i,i,i,i,i,i
Cc1nnc(N2CCC(C(=O)NC3CCC(C)CC3)CC2)c2nn(-c3ccc(Cl)cc3)c(C)c12 (centres undefined),-9,i,i,i,-13,i,i,100*,i,i,i
O=C(NCc1ccc(F)cc1)c1cccc(NC2=NC3CS(=O)(=O)CC3S2)c1 (centres undefined),x,i,i,i,0,i,i,i,i,i,i
COc1cc(NS(=O)(=O)c2ccc3c(c2)oc(=O)n3C)cc(OC)c1OC,0,i,i,i,-2,i,i,i,i,i,i
O=C(Nc1ccc(OC(F)(F)F)cc1)C1CCCN(S(=O)(=O)c2cnc[nH]2)C1 (centres undefined),7,i,i,i,99*,i,i,i,i,i,i
O=C(CC1NCCNC1=O)Nc1ccc(Oc2ccccc2)cc1 (centres undefined),-1,i,i,i,-1,i,i,i,i,i,i
COc1ccccc1C(CNc1ncccc1[N+](=O)[O-])N(C)C (centres undefined),3,i,i,i,1,i,i,i,i,i,i
O=C1CCN(Cc2cccnc2)CCN1[C@H](CO)c1ccccc1,-1,i,i,i,0,i,i,i,i,i,i
CN(C)CCOCCSc1ccc(Cl)cc1,1,i,i,i,-3,i,i,i,i,i,i
COc1ccc(S(=O)(=O)NCC2CCCN(C(=O)CC3CCCC3)C2)cc1 (centres undefined),-4,i,i,i,9,i,i,i,i,i,i
O=C(O)c1cccnc1Sc1ncnc2sc3c(c12)CCC3,-25,i,i,i,-1,i,i,i,i,i,i
CCNS(=O)(=O)c1ccc(NC(=O)Nc2cc(C)ccc2OC)cc1,x,i,i,i,-44,i,i,25*,i,i,i
NNC(=O)CC12CC3CC(C1)CC(n1ncnn1)(C3)C2,2,i,i,i,-1,i,i,i,i,i,i
Oc1ccc(/C=N/N=C(c2ccccc2)c2ccccc2)c(O)c1O,13,x,x,x,x,i,i,i,i,x,i
COc1ccc(C(c2sc3nc(C)nn3c2O)N2CCc3ccccc3C2)cc1 (centres undefined),8,i,i,i,-4,i,i,i,i,i,i
COc1ccc(S(=O)(=O)N(CCc2ccccc2)CC(=O)O)cc1,3,i,i,i,6,i,i,i,i,i,i
O=C1C=CCC(/C=C/c2ccccc2)O1 (centres undefined),-7,i,i,i,3,x,i,i,i,i,i
Cn1c(=O)c2c3c(sc2n2c(SCC(N)=O)nnc12)CC(C(C)(C)C)CC3 (centres undefined),-3,i,i,i,25,i,i,i,i,i,i
CCN(Cc1ccccc1)S(=O)(=O)c1c(C)[nH]c(C)c1C(=O)N1CCCCC1,4,i,i,i,-1,i,i,i,i,i,i
COCCCn1c(C(=O)N2CCOCC2)cc2c(=O)n3ccccc3nc21,-120,i,i,i,-2,i,i,i,i,i,i

# Molecules listed so far with a furan ring, fused or not:
SMILES,HDAC3 inhib,RGS4 block,TRPC6 act,RGS4 act,SKKanGAS inh,TMEM16A act,MrgX1 antag,ANO1 block,MrgX1 ag,TRPC6 inhibitor,MrgX1 PAM
CC(C)CN1C(=O)NC(NC(=O)c2ccco2)(C(F)(F)F)C1=O (centres undefined),9,i,i,i,0,i,i,i,i,i,i
O=C(N/N=C\c1ccc(-c2ccccc2[N+](=O)[O-])o1)C1COc2cc3ccccc3cc2O1 (centres undefined),14,i,i,i,16,i,i,i,i,i,i
CC(=O)Nc1ccc(NC(=O)/C(=C/c2ccco2)NC(=O)c2ccccc2)cc1,5,i,i,i,1,i,i,i,i,i,i

# One compound at a time (already shown). Values in the order: HDAC3 inhib	RGS4 block	TRPC6 act	RGS4 act	SKKanGAS inh	TMEM16A act	MrgX1 antag	ANO1 block	MrgX1 ag	TRPC6 inhibitor	MrgX1 PAM
# Listed for Oc1ccc(/C=N/N=C(c2ccccc2)c2ccccc2)c(O)c1O : 13	x	x	x	x	i	i	i	i	x	i
# Listed for NNC(=O)CC12CC3CC(C1)CC(n1ncnn1)(C3)C2 : 2	i	i	i	-1	i	i	i	i	i	i

# Following part:
SMILES,HDAC3 inhib,RGS4 block,TRPC6 act,RGS4 act,SKKanGAS inh,TMEM16A act,MrgX1 antag,ANO1 block,MrgX1 ag,TRPC6 inhibitor,MrgX1 PAM
O=C(Nc1ccc(N2CCOCC2)c(Cl)c1)c1ccc(-n2cnnc2)cc1,x,i,i,i,6,i,i,i,i,i,i
O=C(COC(=O)c1ccc2c(c1)OCCO2)NCc1ccccc1,-9,i,i,i,-1,i,i,i,i,i,i
Cc1cc(=O)[nH]c(N/N=C/c2ccc(-c3ccc(F)cc3)o2)n1,-1,i,i,i,-2,i,i,i,i,i,i
COc1ccc(OC)c(NC(=O)C2CCCN2C(=O)OCc2ccccc2)c1 (centres undefined),x,x,x,x,3,i,i,i,i,x,i
Clc1ccc(-n2nnnc2-c2cnc(-c3ccccn3)nc2-c2cccs2)cc1,1,i,i,i,22,i,i,i,i,-6*,i
CC(C)(C)c1ccc(S(=O)(=O)Nc2cccnc2)cc1,3,i,i,i,-2,i,i,i,i,i,i
Cc1ccc(C(=O)N/C(=C\c2ccccc2)C(=O)NCCCn2ccnc2)cc1,4,i,i,i,-6,i,i,i,i,i,i
C=CCn1c(SCc2nc3cc(C(F)(F)F)ccc3c(=O)[nH]2)nc2sc(CC)cc2c1=O,8,i,i,i,23,i,i,i,i,i,i
N#CC(C#N)=Cc1ccccc1OCc1ccccc1,7,i,i,i,15,x,i,i,i,i,i
COc1cccc(NS(=O)(=O)c2ccc3[nH]cc(C(=O)N(C)Cc4ccco4)c(=O)c3c2)c1,6,i,i,i,1,i,i,i,i,i,i
CNC(=O)COC(=O)c1cc(=O)[nH]c2ccccc12,-6,i,i,i,-8,i,i,i,i,i,i

# Screening results deposited in PubChem BioAssay by several laboratories.
